# TGFb inhibitor: TGF-b pathway inhibition; AID 588855; actives 1.2% (n = 410,000); HepG2 CAGA-GFP TGF-b/SMAD3 reporter, GFP fluorescence, 18 h; TGF-beta stimulated, 500 pg/mL final; Potency, µM (series often up to 46.1 µM), for the others: top-dose activity, negative = inhibition, most hits filed as inhibitors; further: potency means the concentration at half of the fitted maximal effect; on the % scale 0 is the no-effect control and ±100 the full control effect; nearly all actives have a fitted effect of over 65% in size
#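 TGF-beta reporter screen: HEPG2 CAGA-GFP, 1% FBS, 500 pg/mL TGF-beta final, 18 h; per-cell GFP summed per well; curves fitted and categorized by class.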
# CCT modulator: modulators of cytosolic chaperonin (CCT/TRiC) activity; AID 651819; purified chaperonin ATPase assay, HTRF ADP detection, 30 min; activity change, % (concentration not given with the values), hits read low; actives 0.3% (n = 360,000); in the data active means activity change below about -30%; further: on the % scale 0 is the no-effect control and ±100 the full control effect
#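 We incubate TRiC, 40 or 20 nM final, with library compounds at 76 uM and 10 uM ATP for 30 min at 37 °C. ADP formed is detected with Transcreener HTRF reagents after 30 min at room temperature.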
# Nrf2 block: inhibitors of Nrf2 signaling; Potency, µM (doses to about 46 µM), inactives show top-dose activity change, negative = inhibition, actives largely listed as inhibitors; AID 504444; A549 ARE-Fluc reporter, luciferase luminescence, 18-24 h; actives 2.1% (n = 360,000); further: potency means the concentration at half of the fitted maximal effect; on the % scale 0 is the no-effect control and ±100 the full control effect; nearly all actives have a fitted effect of over 60% in size
#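 Reporter: ARE-Fluc in A549. Exposure: 18-24 h, 37 °C, 5% CO2, 5% FBS OPTI-MEM. Readouts: fluorescent cytotoxicity (CellTiter-Fluor), then luminescent Nrf2 signal after BugLite.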
# HepG2 tox: HepG2 cytotoxicity, counter-screen for TGF-b inhibitors. HepG2 CAGA-GFP viability, ATP luminescence, 18 h. Potency, µM (top dose mostly 46.1 µM), inactives show at the top dose activity change, negative = cytotoxicity, actives largely listed as cytotoxic. actives 0.76% (n = 410,000); further: potency means the concentration at half of the fitted maximal effect; some results filed as inactive show a strong effect at the top dose
#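 CellTiter-Glo luminescence gave cytotoxicity after 18 hours at 37 degrees C. The cells were HepG2 CAGA-GFP in 1% FBS DMEM, stimulated with 500 pg/mL TGF-beta after compound addition. %Activity was normalised to no-cell wells (complete cell-killing) and DMSO (no toxicity), and curves were fitted and classified.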
# ATXN viability: viability counter-screen for ATXN expression inhibitors | S2 cells (HEK-293 line with an ATXN2-luciferase reporter) viability, CellTiter-Fluor protease fluorescence, 24 h | Potency, µM (doses to about 56.7 µM), usual class: cytotoxic | actives 0.49% (n = 400,000) | AID 651635; further: potency means the concentration at half of the fitted maximal effect; nearly all actives have a fitted effect of over 40% in size
# A549 tox: A549 cytotoxicity, counter-screen for Nrf2 inhibitors. A549 ARE-Fluc cells, CellTiter-Fluor viability, 18-24 h. Potency, µM (doses to about 46 µM), for inactives: at the highest dose activity change, negative = cytotoxicity, usual class: inhibitors. actives 0.16% (n = 390,000); further: potency means the concentration at half of the fitted maximal effect; on the % scale 0 is the no-effect control and ±100 the full control effect
#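 A549 ARE_Fluc cells in 5% FBS OPTI-MEM were exposed to compounds in concentration-response for 18-24 h at 37 deg C. Viability was read by CellTiter-Fluor fluorescence (Ex 405/Em 525) after 30 min, before the luciferase read.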
# Mm-Cpn inhibitor: blocks the Methanococcus maripaludis chaperonin Mm-Cpn | purified Mm-Cpn ATPase, ADP Transcreener TR-FRET | Potency, µM (highest dose often 76.9 µM), for inactives: at the top dose activity, negative = inhibition, usual class: inhibitors | actives 0.031% (n = 330,000) | AID 504842; further: potency means the concentration at half of the fitted maximal effect; on the % scale 0 is the no-effect control and ±100 the full control effect; nearly all actives have a fitted effect of over 80% in size
#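 Compound-treated chaperonin, 25 nM final, turns over 10 uM ATP at 37°C for 30 min following a 10 min preincubation; ADP generated competes with ADP-d2 for Eu-cryptate antibody, lowering FRET.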
# pAkt inh: Akt phosphorylation inhibition. Neuro2A IGF-stimulated pAkt S473 HTRF, 20 min; stronger effect = lower value. activity change, % for hits at 50 µM. actives 0.32% (n = 360,000); in the data active means activity change below about -80%; inconclusive means mostly about -51% to -80%; further: on the % scale 0 is the no-effect control and ±100 the full control effect
#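 Neuro2A cells (4,500/well, DMEM with 0.5% FBS) were treated with compound at a single 50 µM final concentration, stimulated with 6 nM IGF for 20 min at 37 °C, and lysed. Phospho-Akt Ser473 was read by HTRF as 665/615 ratio ×10^4.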
# Nrf2 activator: activators of Nrf2 (ARE) signaling; AID 624171; AREc32 ARE-luciferase reporter (MCF7-derived line), luminescence, 24 h; Potency, µM (highest dose often 46.1 µM), inactives show at the top dose activation, usual class: activators; actives 0.31% (n = 410,000); further: potency means the concentration at half of the fitted maximal effect; % of control where 0% means no effect; nearly all actives have a fitted effect of over 65% in size
#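 Luciferase luminescence (Steady-Glo, 30 min at room temperature) served as the read-out of ARE activation in AREc32 cells treated with compounds for 24 hr at 37 deg C.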
# * hit, by the source's call; i = inactive; ? = inconclusive; / = not tested or not shown; [ ] = dose if it differs, or a comment. Unless noted, the call rests on the fitted dose curve; in most records, active means well fitted curve in the direction sought with a large enough effect; inconclusive means small, poorly fitted or top-dose-only effect, or another doubt; inactive means no such curve, though single readings can be large; an effect the other way counts as inactive or inconclusive.
SMILES,TGFb inhibitor,CCT modulator,Nrf2 block,HepG2 tox,ATXN viability,A549 tox,Mm-Cpn inhibitor,pAkt inh,Nrf2 activator
O=C(OCC(=O)N1CCN(c2ccccc2)CC1)c1ccncc1,-7%,1.9,7%,2%,i,0%,-3%,i,-1.2%
COC(=O)c1ccc(NC(=O)C23CC4CC(C2)CC(n2cncn2)(C4)C3)cc1,-6%,-0.6,-13%,-6%,i,5%,0%,i,1.9%
COc1cc2ccccc2cc1C(=O)N1CCN(c2nc3ccc(F)cc3s2)CC1,?,/,/,-20%,/,-16%,/,/,0.9%
Cc1ccccc1NC(=S)NCc1ccccc1,-17%,0.8,10%,-4%,i,13%,-10%,i,0.2%
COc1ccc(CCn2c(N3CCN(Cc4ccccc4)CC3)nc3c2c(=O)[nH]c(=O)n3C)cc1,-16%,1.1,4%,2%,i,-9%,1%,i,-0.6%
CCOC(=O)c1ccc(OC)c(OC)c1Cl,-7%,-0.8,19%,3%,i,7%,0%,i,-0.1%
COc1ccc(C)cc1NC(=O)C1CCN(S(=O)(=O)c2ccc3c(c2)NC(=O)CO3)CC1,-15%,-1.3,?,-37%,i,-8%,1%,i,-0.1%
Cc1ccc2nc(-c3ccccn3)[nH]c2c1,-12%,-1.3,?,-79%,i,-6%,1%,i,-0.5%[9.22 µM]
COc1ccc(N(CC(=O)NCCc2ccccc2)C(=O)c2csnn2)cc1,12%,-1.1,4%,-3%,i,-1%,2%,i,2.3%
CCOC(=O)C1(c2ccccc2)SC(C(=O)OCC)(c2ccccc2)S1 (configuration not stated),6%,1.7,/,1%,?,/,/,i,5.4%
COc1cc(/C=C2/CC(C)OC2=O)c([N+](=O)[O-])cc1OC (configuration not stated),-3%,-4.2,5%,17%,i,-2%,1%,i,-0.4%
O=C(CN1C(=O)C2C3C=CC(C3)C2C1=O)Nc1ccc2c(c1)OCCO2 (configuration not stated),13%,-0.6,?,-19%,i,-2%,0%,i,2.5%
CCOC(=O)CNC(=O)CN1C(=O)CCS(=O)(=O)c2ccccc21,13%,-0.8,5%,5%,i,1%,1%,i,-0.9%
CCCNC(=O)C/C(C)=N/NC(=O)COc1ccc(C)cc1Br,3%,0.1,4%,-7%,i,-1%,2%,i,0.4%
Cc1ccc(C2SCC(=O)N2Cc2ccccc2)cc1 (configuration not stated),-17%,0.9,?,-17%,i,22%,1%,i,0.1%
COc1cccc2c(=O)n(CC(=O)N3CCc4ccccc43)ccc12,6%,-0.7,-2%,-8%,?,-1%,0%,i,0.3%
Cc1ccc(NC(NC(=O)Cc2ccccc2)C(Cl)(Cl)Cl)cc1 (configuration not stated),-19%,-0.5,-7%,-1%,i,-2%,4%,i,1.3%
O=C(Nc1cc(S(=O)(=O)N2CCCC2)ccc1Cl)C1=COCCO1,-16%,-1.0,-1%,3%,i,-3%,5%,i,0.3%
Cc1ccc(CNC(=O)Cc2ccc(NC(=O)N3CCSc4ncccc43)cc2)cc1,-5%,/,-29%,11%,/,4%,/,/,1.4%
CC(C)(C)C(=O)CC1(O)C(=O)N(Cc2ccccc2)c2ccccc21 (configuration not stated),2%,-1.6,16%,1%,?,3%,2%,i,0.1%
CC(c1ccon1)N(C)Cc1cn(C)nc1-c1cccc(Cl)c1 (configuration not stated),-13%,-1.6,-14%,-28%,i,3%,3%,i,3.4%
CCOc1ccccc1OCCC(=O)N1CCN(S(=O)(=O)c2ccccc2[N+](=O)[O-])CC1,2%,-0.4,?,-31%,i,-11%,1%,i,0.2%
CCc1ccc(-c2nc(CS(=O)CC(=O)NCc3ccco3)c(C)o2)cc1 (configuration not stated),-2%,4.0,5%,0%,i,6%,-2%,i,0.0%
Cc1ccccc1OCc1nnc(SCc2cc(=O)c3cccc(F)c3[nH]2)n1C,-27%,/,/,-27%,?,-11%,/,/,3.5%
CNc1ccc(Cl)cc1S(=O)(=O)c1ccccc1[N+](=O)[O-],?,1.8,/,-16%,i,/,/,i,13%
Cc1ccc(C2(c3noc(CN(C)CC4COCCO4)n3)CCCC2)cc1 (configuration not stated),-1%,2.4,14%,-16%,i,6%,-4%,i,0.3%
OC(c1ccc(F)c(F)c1)c1ncc(-c2cccc(C(F)(F)F)c2)[nH]1 (configuration not stated),?,0.0,/,-44%,?,/,/,i,-0.7%
CCCNC(=S)N1CCC(Cc2ccccc2)CC1,-16%,-0.2,?,-36%,i,-25%,3%,i,1.1%
CCc1ccccc1NC(=O)CNCC(=O)Nc1ccccc1CC,-17%,0.7,-13%,-8%,i,-3%,2%,i,0.1%
CC1CC(C)CN(C(=O)c2ccc(-c3ccc([N+](=O)[O-])cc3)o2)C1 (configuration not stated),-15%,0.5,5%,-55%,?,1%,-2%,i,9.5%
CCOc1ccc(CCNC(=O)COC(=O)c2cc(=O)[nH]c3ccccc23)cc1OCC,-8%,0.3,13%,-32%,i,-7%,1%,i,-0.5%
COc1ccc(OC)c(-n2nnnc2SCC(=O)Nc2ccc(C(=O)N3CCCCC3)cc2)c1,-27%,3.0,18µM*,-10%,i,-13%,-3%,i,2.3%
COc1ccccc1CNC(=O)C/C(C)=N/NC(=O)Cc1ccccc1,0%,-1.0,0%,1%,i,0%,1%,i,-0.9%
CC1(C)CC2(CC(c3ccccc3F)c3cc(Cl)c(O)cc3O2)NC(=S)N1 (configuration not stated),-45%,-6.2,3%,-2%,i,10%,2%,i,4.4%
COc1ccc(COC(=O)c2ccc(S(=O)(=O)N3CCC(C)CC3)cc2)cc1,4%,-0.4,-1%,15%,i,1%,?,i,0.4%
Cc1cc[n+](CC(=O)c2cccs2)cc1,3%,-2.1,8%,6%,i,-3%,-2%,/,0.4%

# Ordered by value in Nrf2 activator (ascending): 3 of the compounds above.
Molecule,TGFb inhibitor,CCT modulator,Mm-Cpn inhibitor,pAkt inh,Nrf2 activator
COc1ccccc1CNC(=O)C/C(C)=N/NC(=O)Cc1ccccc1,0%,-1.0,1%,i,-0.9%
CCc1ccccc1NC(=O)CNCC(=O)Nc1ccccc1CC,-17%,0.7,2%,i,0.1%
Cc1ccc(C2(c3noc(CN(C)CC4COCCO4)n3)CCCC2)cc1 (configuration not stated),-1%,2.4,-4%,i,0.3%

# (next part)
SMILES,TGFb inhibitor,CCT modulator,Nrf2 block,HepG2 tox,ATXN viability,A549 tox,Mm-Cpn inhibitor,pAkt inh,Nrf2 activator
Cc1ccc(C(=O)CSc2ncn[nH]2)cc1,21%,-1.4,9%,-2%,i,12%,0%,i,2.3%
CSC1=NCCN1C(=O)C(C)Oc1ccccc1 (configuration not stated),-13%,0.3,-5%,-36%,i,-4%,-2%,i,0.5%
COc1ccc(-c2cn(Cc3ccc(C(N)=O)cc3)c(CCN)n2)cc1,1%,-0.5,?,-7%,i,-2%,2%,i,0.4%
O=C(COC(=O)CNC(=O)c1ccco1)Nc1ccccc1OC(F)F,-6%,1.9,8%,4%,i,3%,3%,i,-0.6%
Cc1ccc(-c2nc(-c3cc4cccc(OCc5ccccc5F)c4oc3=O)no2)cc1,0%,/,5%,6%,i,-5%,/,/,-0.4%
Nc1nc(SCC(=O)NCCO)nc2sc3c(c12)CCCC3,-3%,1.7,25%,-2%,i,-2%,2%,i,0.5%
Cc1ccc(NS(=O)(=O)c2ccc(Br)s2)cc1S(=O)(=O)N1CCOCC1,13%,-0.4,1%,4%,i,-2%,1%,i,0.6%
Cc1nc(N)sc1-c1nnc(SCC(=O)Nc2nccs2)n1C,6%,1.3,/,-1%,i,?,4%,i,-0.5%
CCOc1cc(/C=C2\SC(=N)N(c3nonc3N)C2=O)ccc1OCC(N)=O,13%,-3.0,-27%,-1%,i,2%,1%,i,0.2%[9.22 µM]
O=C1CSC(c2cn(-c3ccccc3)nc2-c2cccs2)N1CC1CCCO1 (configuration not stated),-11%,-7.2,-15%,0%,i,5%,-8%,i,4.5%
Cc1cc(C)n2cc(CSc3nnc(-c4ccccc4)c(-c4ccccc4)n3)nc2n1,-7%,0.1,3%,-3%,?,2%,/,i,-0.7%
COc1ccc(C(=O)c2c(C)oc3ccc(O)cc23)cc1,?,-10,-4%,-33%,i,2%,0%,i,0.4%
CN(C(=O)c1ccc(NC(=O)Cc2cccc(NC(=O)C3CCN(C(=O)C4CCCCC4)CC3)c2)cc1)C1CCCC1,-7%,-2.0,?,-8%,i,8%,-1%,i,0.9%
Cc1ccc2oc(-c3ccc(NC(=O)c4ccc5c(c4)OCO5)cc3)nc2c1,3%,-0.8,-21%,-1%,i,-1%,0%,i,-0.1%
CCC(C)n1nnc2c(=O)oc3ccccc3c21 (configuration not stated),-11%,-0.9,11%,-34%,i,0%,0%,-92%*,-0.1%
Cc1ccc(Nc2nnc(SC3CCOC3=O)s2)cc1 (configuration not stated),-1%,-2.4,-1%,-19%,i,-1%,-1%,i,-0.1%
C/C(=N/NS(=O)(=O)c1ccc(Cl)cc1)c1ccc2c(c1)OCO2,-3%,0.9,0%,5%,i,-3%,/,i,0.1%
O=C(/C=C/c1ccc(S(=O)(=O)N2CCOCC2)cc1)OCC(=O)c1ccc([N+](=O)[O-])cc1,-5%,0.5,1%,-1%,i,1%,-2%,i,-0.3%
CCOc1ccc(N(CC(=O)NC2CCCC(C)C2C)S(=O)(=O)c2c(C)noc2C)cc1 (configuration not stated),-8%,-0.2,3%,-7%,i,2%,0%,i,-0.9%
O=C(CCN1C(=O)/C(=C\c2cccs2)SC1=S)NC1=NCCS1,-2%,-1.3,1%,0%,?,-7%,2%,i,0.6%
Cc1ccccc1C(=O)NNC(=O)CCCCC(=O)NNC(=O)c1ccccc1C,2%,0.1,5%,2%,i,0%,/,i,-0.8%

# Bioassay records (PubChem BioAssay)
